From PubChem BioAssay
Rpn11 inh: Rpn11 (PSMD14) deubiquitinase inhibitors, primary screen, biochemical, fluorescence polarization, uHTS; human 26S proteasome, Ub4-pepOG fluorescence polarization; 20S core pre-blocked with epoxomicin; calls only at 20 µM; actives 0.59% (n = 360,000);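 active means inhibition at 20 µM, scaled to each plate's controls, above about 33%, limit read from the data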
NadD block: inhibitors of S. aureus NadD, primary screen, biochemical, colorimetric, uHTS; purified NadD enzyme, colorimetric absorbance read-out; inhibition, % at 20 µM; actives 0.78% (n = 360,000); in the data active means inhibition above about 26%; further: some compounds past the cut are filed as inactive
Rin1 Abl inh: inhibitors of Rin1-Abl protein binding, primary screen, biochemical, TR-FRET; Tyrosine-protein kinase ABL1 (Homo sapiens) + Ras and Rab interactor 1 (Homo sapiens), …; inhibition, % at 7.35 µM; actives 0.4% (n = 360,000); AID 588664, 2011; in the data active means inhibition above about 5%, passing the limit was not always enough
CSN inh: inhibitors of CSN-mediated cullin deneddylation, primary screen, biochemical, fluorescence polarization, uHTS | Purified CSN, SCF-Nedd8-OG deneddylation | actives 0.38% (n = 360,000) | COP9 signalosome complex subunit 5 (Homo sapiens), Q92905 | inhibition, % at 12.5 µM | AID 651999, 2013;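 active means pattern-corrected inhibition above about 35%, with an unprinted fluorescence ratio check between 0.5 and 1.5, limit read from the data, passing the limit was not always enough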;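 further: 0% = enzyme with substrate and 100% = substrate without enzyme; some results filed as inactive read as strong as hits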
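Assay system: Purified human Csn5 enzyme expressed in HEK293T cells | Amount: Enzyme 0.24 nM | Measured by: Fluorescence polarization readout | Medium: Tris/NaCl/DTT buffer, pH 7.5 | Compound dosing: One concentration, 12.5 µM, 0.25% DMSO | Times: 90 min incubation of compound, enzyme and substrate at room temperature | Control set: no-enzyme wells high, enzyme-with-substrate wells low | Read-out: % inhibition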
SKN-1 inh: suppressors of acrylamide-induced Pgst-4::GFP reporter in worms, primary screen, SKN-1 inhibitor project, whole organism, uHTS, GFP/RFP fluorescence ratio, strain VP596; C. elegans VP596 Pgst-4::GFP/RFP ratio, 24 h; inhibition, % at 21.8 µM; actives 0.49% (n = 360,000);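 active means interference check ratio from 0.5 to 1.5 plus GFP to RFP signal ratio inhibition reaching or exceeding a fixed threshold, cut at about 30% in these data, passing the limit was not always enough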; further: some compounds called inactive have numbers as strong as hits
Neddylation inh: inhibitors of cullin neddylation, primary screen, biochemical, TR-FRET, uHTS, NAE and Ubc12; actives 0.58% (n = 360,000); calls only at 25 µM; NEDD8-conjugating enzyme Ubc12 (Homo sapiens) + NEDD8-activating enzyme E1 regulatory …; AID 651699, 2012; in the data active means inhibition above about 36%
PABP1 MLLE inh: inhibitors of PABP1 MLLE–PAM2 peptide binding, primary screen, biochemical, fluorescence polarization, FITC-PAM2, GST-MLLE; inhibition, % at 20 µM; Polyadenylate-binding protein 1 (Homo sapiens), P11940; actives 0.36% (n = 360,000); AID 588489, 2011; in the data active means inhibition above about 35%, passing the limit was not always enough;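 further: plate controls were DMSO wells with GST-MLLE for no effect and wells lacking GST-MLLE protein for full effect; some results filed as inactive read as strong as hits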
FAS-TE inh: FAS thioesterase domain inhibitors, primary screen, biochemical, fluorescence intensity, uHTS. Fatty acid synthase (Homo sapiens), P49327. recombinant FAS-TE, OMFH fluorogenic substrate, fluorescence endpoint. inhibition, % at 15 µM. actives 0.67% (n = 360,000). AID 602261, 2012;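 active means compounds whose normalised, plate-corrected inhibition of enzyme fluorescence in the single-dose primary screen is 50% or more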;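 further: 0% = DMSO with enzyme and 100% = substrate without enzyme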
MT1-MMP act inh: blockers of MT1-MMP proenzyme processing, primary screen, HT1080 RFP-PRO-GFP cells, GFP/RFP fluorescence; GFP/RFP ratio fluorescence, overnight; percent of plate control window, DMSO zero; actives 0.061% (n = 360,000); Matrix metalloproteinase-14 (Homo sapiens), P50281; GFP/RFP ratio change, % at 20 µM;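 active means GFP/RFP ratio change of at least 30% with cell ATP level not reduced by more than half and red fluorescence within 50% of control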; further: strong numbers were not always called active
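Assay system – RFP-PRO-GFP reporter HT1080 cells · Compound dosing – single dose of 20 µM compound, 1% DMSO final · Incubation – overnight compound exposure at 37 °C · Measure – GFP/RFP fluorescence ratio · Benchmarks – DMSO wells and RFP-L50D-GFP cells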
Active calls of the source: *; i = inactive.

canonical_smiles | FAS-TE inh | Rin1 Abl inh | Neddylation inh | CSN inh | MT1-MMP act inh | SKN-1 inh | Rpn11 inh | PABP1 MLLE inh | NadD block
CCOC(=O)N1CCN(C(=O)C(=O)N/N=C/c2ccc(OC)cc2OC)CC1 | -2.0 | 0.5 | i | 0.1 | 1.8 | -0.4 | i | 16.9 | 1.1
O=C(NCC(c1ccco1)N1CCOCC1)C1CCCCC1 (stereo unspecified) | -7.8 | 4.6 | i | -1.7 | -1.4 | -5.3 | i | 4.0 | 7.2
COc1cccc(C(=O)Nc2ccc(-n3nncc3C(C)(C)C)cc2)c1 | 1.6 | 1.9 | i | 4.8 | 3.6 | -3.2 | i | 11.3 | -3.1
COc1ccc(OC)c(NC(=O)C2CCCN(S(=O)(=O)c3c(C)noc3C)C2)c1 (stereo unspecified) | -3.0 | -1.0 | i | -3.3 | 8.6 | -9.1 | i | 4.8 | 5.6
CC1=CC(C)(C)Nc2ccc(OC(=O)CN3C(=O)CCC3=O)cc21 | -3.6 | -5.3 | i | -5.6 | -167.4 | 8.2 | i | 0.1 | -2.1
Cc1ccc(-c2nc(NCc3ccco3)n(S(C)(=O)=O)n2)cc1 | 3.0 | 2.3 | i | 1.5 | 3.0 | 4.5 | i | 3.6 | 1.8
CN(C)CCCOc1ccc2c(c1)Sc1ccccc1CC2=O | -6.4 | -2.7 | i | 0.8 | -3.8 | 12.9 | i | -5.3 | -6.1
COc1ccc(NC(=O)c2c(-c3ccccc3)noc2C)c(OC)c1 | 3.5 | 0.4 | i | -1.9 | -3.6 | 7.4 | i | 2.8 | -2.0
CC1Cc2ccccc2N1S(=O)(=O)c1cccc(C(=O)NCc2ccncc2)c1 (stereo unspecified) | -2.0 | 3.8 | i | -3.8 | -9.7 | 21.3 | i | 19.9 | 1.8
Cn1c(N)c(C(=O)COC(=O)c2cccc(S(=O)(=O)N3CCCCC3)c2)c(=O)n(C)c1=O | 3.7 | 1.1 | i | -17.2 | 3.2 | 4.9 | i | 2.6 | 2.8
CN=c1sc(C(=O)Nc2cccc(Cl)c2)cc(=O)n1C | -1.0 | 2.3 | i | -0.1 | -10.4 | 0.1 | i | 25.4 | 11.8
Cc1cc(C(=O)NNC(=O)c2ccccc2O)c(C)o1 | -8.2 | -0.2 | i | -0.6 | 4.4 | 13.4 | i | 4.1 | -6.6
CCCOC1CCCN(C(=O)c2cc(COc3ccc(F)c(F)c3)on2)C1 (stereo unspecified) | 9.5 | 2.4 | i | 0.4 | 3.9 | -6.2 | i | 1.3 | -1.4
Cc1cc(N2C(=O)C3C4C=CC(C4)C3C2=O)no1 (stereo unspecified) | -4.4 | 0.7 | i | -3.4 | -5.1 | 9.3 | i | 5.4 | 1.0
COC(=O)c1c(C)[nH]c(C(=O)OC(C)C(=O)N(C)C2CCCCC2)c1C (stereo unspecified) | 3.2 | 2.5 | i | -1.3 | 2.4 | 12.5 | i | -1.3 | -2.6
Cc1ccc(C)c(COC(=O)c2cc(S(=O)(=O)N3CCCCC3)ccc2N2CCOCC2)c1 | 25.3 | -0.5 | i | 0.5 | -4.9 | 1.9 | i | 5.1 | -10.0
CCOC(=O)C1CCN(C(=O)N(C)C)CC1 | -7.1 | -1.5 | i | 2.4 | 5.6 | 6.0 | i | 1.1 | 22.2
O=C(CCCl)N1CCCC2(CCCCC2)C1 | -4.4 | 1.6 | i | -0.5 | 0.9 | 7.7 | i | 5.3 | -6.7
O=C(N/N=C/c1coc2ccc(Cl)cc2c1=O)c1ccc(O)cc1 | 65.4* | 0.7 | i | 17.1 | -10.9 | -7.2 | i | 14.7 | 6.3
Cc1ccccc1Oc1ncnc2oc(-c3ccccc3)cc12 | 14.7 | 0.3 | i | 0.6 | -0.5 | -6.6 | i | -10.3 | -5.5
CNC(=O)c1cc(C(=O)c2ccccc2Br)c[nH]1 | -1.4 | -0.5 | i | -1.6 | 4.3 | 4.2 | i | -2.5 | -5.0
COc1ccc2[nH]c(C)c(CCN3C(=O)OC(C)(C)C3(C)O)c2c1 (stereo unspecified) | -3.2 | -0.4 | i | 6.3 | 10.8 | 2.3 | i | 3.7 | 1.5
CCCCn1c(C23CC4CC(CC(C4)C2)C3)n[nH]c1=S | 11.7 | -5.0 | i | 2.9 | 2.4 | -2.3 | i | -35.0 | -0.4
Cc1c(C(=O)N/N=C/c2ccccn2)nnn1-c1nonc1N | -3.4 | 2.1 | i | -0.5 | -1.3 | 2.8 | i | 5.3 | 2.6
CCc1cc(C)cc(OCCNC(=O)c2ncn[nH]2)c1 | -22.0 | -0.2 | i | -3.0 | 8.4 | 3.4 | i | 11.2 | -6.4
Nc1sccc1C(=O)c1ccc(Cl)cc1 | -6.7 | -2.3 | i | 15.8 | -4.8 | 13.4 | i | 9.7 | -2.2
COc1ccc(NC(=O)CNC(=O)C2CCCCC2)cc1OC | -6.6 | 2.6 | i | 2.5 | 1.9 | -31.2 | i | 8.6 | -6.1
Cc1cc(C)c2c(CN3CCN(c4ccccc4)CC3)cc(=O)oc2c1 | 21.2 | 2.7 | i | -0.5 | 3.6 | 7.2 | i | -17.3 | -3.8
Fc1ccccc1/C=N/Nc1nc(N2CCCCC2)nc(N2CCCCC2)n1 | 11.0 | -1.1 | i | -3.3 | -3.7 | 7.8 | i | 5.3 | 0.2
Cn1c(O)c(N=NC(=O)CNC(=O)c2ccccc2)c2cc(Br)ccc21 | 15.8 | -1.5 | i | 0.1 | -5.6 | -9.1 | i | 2.2 | 6.0
Cc1ccc(C(=O)Nc2cccc(C(F)(F)F)c2)cc1Nc1ncnc2nc[nH]c12 | -102.9 | -2.3 | i | 6.8 | -8.7 | -16.4 | i | -11.3 | 7.7
COCCNC(=O)C1CC(c2cccc(OC)c2)=NO1 (stereo unspecified) | -2.2 | -2.0 | i | -0.6 | 8.4 | -5.2 | i | 2.1 | 9.7
COc1ccc(Nc2nc(N)nc(CSc3nncn3C)n2)cc1 | -5.9 | -3.2 | i | 4.6 | 0.8 | -12.3 | i | 3.7 | -3.7
Cc1cccc(C(=O)O/N=C(\N)c2ccccn2)c1 | -7.4 | 0.0 | i | -1.1 | -1.2 | 36.8* | i | -7.7 | -2.0
C=C(C)COc1ccc(-c2n[nH]c(C)c2-c2ccc(OC)c(OC)c2)c(O)c1 | 10.8 | 0.3 | i | -4.6 | -6.6 | 10.1 | i | -11.0 | -1.4
Cc1cc(C)cc(NC(=O)N2CCc3ccccc3C2)c1 | 4.4 | 1.0 | i | -1.0 | -3.2 | -1.2 | i | -6.3 | -3.3
COc1ccc(/C=N/Nc2ccccn2)cc1O | -4.1 | -3.6 | i | -4.2 | 4.6 | 3.7 | i | 4.0 | -8.7
CC(C)C(=O)N(Cc1ccccc1)c1ccccn1 | -7.0 | -2.4 | i | -2.2 | 2.6 | -2.3 | i | 32.2 | 2.8
COC(=O)N1C(=O)[C@](c2ccccc2)(C2CCCC2)N1C(=O)OC | 80.5* | 3.8 | i | 10.2 | -7.3 | 16.0 | i | 0.9 | -8.9
COc1ccc(CCNC(=O)C(=O)Nc2nccs2)cc1OC | -5.9 | 0.2 | i | -6.1 | 8.5 | 6.1 | i | -10.7 | 0.4
O=C(OCc1nnc(-c2ccccc2)o1)c1cc(S(=O)(=O)N2CCOCC2)c(Cl)cc1Cl | 13.4 | -2.4 | i | 0.8 | 1.8 | -13.9 | i | -4.4 | 3.5
CCOC(=O)NC1(C(F)(F)F)C(=O)NC(C)=C1C#N (stereo unspecified) | -11.6 | 0.6 | i | -0.8 | 6.2 | -11.3 | i | -8.4 | 1.6
CCOC(=O)c1nn(-c2ccccc2)c(=O)cc1SC(C)CC (stereo unspecified) | 2.9 | -4.4 | i | -6.0 | -3.4 | 11.3 | i | 7.4 | -3.9
COc1ccc(/C=C/C(=O)Nc2cc(C)on2)cc1 | -8.5 | -0.2 | i | -12.7 | 3.3 | 9.2 | i | 14.8 | -12.5
CC(=O)c1cc2c(cc1NS(=O)(=O)c1ccc(F)cc1)OCO2 | -2.9 | 0.8 | i | 5.9 | 0.7 | -4.3 | i | 3.2 | -6.6
Cc1ccc(CC(=S)N2CCOCC2)cc1 | -4.8 | 1.3 | i | -1.3 | 4.5 | 1.3 | i | 13.0 | -6.7
C[C@H](CO)N1C[C@H](C)[C@@H](CN(C)Cc2ccc3c(c2)OCO3)Oc2ccc(NC(=O)Cn3cnnn3)cc2C1=O | -5.7 | 1.1 | i | 2.2 | 5.8 | 9.7 | i | 2.3 | -1.4
CC(=O)c1ccc(NC(=O)c2cn(-c3ccccc3)nc2-c2ccncc2)cc1 | 5.4 | -1.9 | i | -0.1 | 2.6 | 2.9 | i | 17.2 | 7.7
Cc1ccc([N+](=O)[O-])cc1S(=O)(=O)N1CCCN(C)CC1 | 0.1 | 0.6 | i | 4.8 | -2.0 | 6.0 | i | 5.7 | -6.4
CC1CCC(C(C)C)C2=C1C(C#N)(C#N)C(C#N)(C#N)C(c1ccccc1)N2 (stereo unspecified) | 10.0 | -3.5 | i | 4.1 | -7.5 | -7.7 | i | -1.5 | 4.7
CCOc1ccc(S(=O)(=O)N2CCCCC2)c2ccccc12 | 18.1 | -3.5 | i | 2.1 | -7.9 | 4.4 | i | -6.0 | -6.2
C=CCOc1ccc(C2NC(=S)NC3=C2CCc2ccccc23)cc1 (stereo unspecified) | 12.2 | -5.0 | i | -1.7 | 0.6 | -1.9 | i | -110.6 | 24.2

Reprinted from the listing (three entries):
canonical_smiles | FAS-TE inh | Rin1 Abl inh | Neddylation inh | CSN inh | MT1-MMP act inh | SKN-1 inh | Rpn11 inh | PABP1 MLLE inh | NadD block
CCOC(=O)c1nn(-c2ccccc2)c(=O)cc1SC(C)CC (stereo unspecified) | 2.9 | -4.4 | i | -6.0 | -3.4 | 11.3 | i | 7.4 | -3.9
COc1ccc(/C=C/C(=O)Nc2cc(C)on2)cc1 | -8.5 | -0.2 | i | -12.7 | 3.3 | 9.2 | i | 14.8 | -12.5
CC(=O)c1cc2c(cc1NS(=O)(=O)c1ccc(F)cc1)OCO2 | -2.9 | 0.8 | i | 5.9 | 0.7 | -4.3 | i | 3.2 | -6.6

Compounds were not picked by outcome; overall some 3.9% were active at least once.
